Screening data deposited in PubChem by National Center for Advancing Translational Sciences (NCATS).
ERG Ets-DNA blk: qHTS for Small Molecule Inhibitors of the ERG Ets/DNA interaction | fluorescence polarization, His-ERG Ets domain / labelled DNA | Potency, µM (titrated, usually from 76.9 µM), for the others: top-dose FP activity, negative = inhibition, most hits filed as inhibitors | 370,000 tested, 0.028% active | AID 624246, 2012; active means well fitted inhibition curve with a large enough effect in the polarisation, with a control signal flat; inconclusive means small, poorly fitted or top-dose-only effect, or effect the other way, or a change in a side signal; inactive means no such curve, though single readings can be large or run the other way; the % refers to the polarisation;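 further: polarization taken with two DNA probes labelled with fluorescein and Texas red; potency means the concentration at half of the fitted maximal effect; % of control where 0% means no effect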
Target sequence (P11308 whole entry, looked up, the tested form may be a part): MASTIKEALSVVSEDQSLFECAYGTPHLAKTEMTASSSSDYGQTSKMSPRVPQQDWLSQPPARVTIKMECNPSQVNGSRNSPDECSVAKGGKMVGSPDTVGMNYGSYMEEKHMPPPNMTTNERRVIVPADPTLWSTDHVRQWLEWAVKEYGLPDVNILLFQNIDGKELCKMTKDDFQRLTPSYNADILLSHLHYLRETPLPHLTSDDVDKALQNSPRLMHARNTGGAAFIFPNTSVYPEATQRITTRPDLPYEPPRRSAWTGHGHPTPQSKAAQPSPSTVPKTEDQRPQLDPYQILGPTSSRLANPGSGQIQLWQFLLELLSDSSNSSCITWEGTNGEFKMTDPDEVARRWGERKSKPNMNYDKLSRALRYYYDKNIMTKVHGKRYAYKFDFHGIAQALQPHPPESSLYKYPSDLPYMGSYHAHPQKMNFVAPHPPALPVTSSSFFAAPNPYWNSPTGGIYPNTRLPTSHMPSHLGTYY
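His-tagged ERG Ets domain (1 uM in the protein solution; 300mM KCl, 50mM Tris-HCl, 1mM EDTA, 1mM DTT, pH 7.5) received compound, then a probe mix of 5 nM fluorescein-DNA and 100nM Texas-615-DNA. Fluorescence polarization was read for both dyes.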
PI4K2A inh: qHTS for small molecular inhibitors of PI4K2A | purified PI4K2A, ADP-Glo luminescence, 1 h; active compounds read low | activity change, negative = inhibition, % at 76.9 µM | 420,000 tested, 0.13% active | AID 1346378, 2018; in the data active means activity change below about -50%; inconclusive means mostly about -30% to -49%;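 further: -100% = wells without enzyme as full effect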
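In this quantitative HTS, ADP production by PI4K2A was quantified luminescently after 1 h at ambient temperature; 100 microM adenosine served as plate-quality control.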
BAZ2B block: qHTS Assay for Inhibitors of BAZ2B | Bromodomain adjacent to zinc finger domain protein 2B (Homo sapiens), Q9UIF8 | AlphaScreen BAZ2B-H3K14Ac peptide displacement | Potency, µM (series often up to 114 µM), for the others: at the highest dose activity change, negative = inhibition, actives largely listed as inhibitors | 360,000 tested, 4.4% active | AID 504333, 2011; further: potency means the concentration at half of the fitted maximal effect; on the % scale 0 is the no-effect control and ±100 the full control effect; nearly all actives have a fitted effect of over 60% in size
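Protein-peptide AlphaScreen: BAZ2B 50 nM, b-H3K14Ac 50 nM, 1x PBS pH 7.4 + 0.01% Tween-20. Preincubation 30 min RT; cpd 30 min RT (top 110 uM); beads 20 min RT, light-protected.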
G9a block: qHTS Assay for Inhibitors of Histone Lysine Methyltransferase G9a; Histone-lysine N-methyltransferase EHMT2 (Homo sapiens), Q96KQ7; G9a H3K9 monomethylation, AlphaScreen, 2 h; Potency, µM (doses to about 102 µM), for inactives: at the highest dose activity, negative = inhibition, hits mostly inhibitors; 350,000 tested, 8.8% active; AID 504332, 2011; further: potency means the concentration at half of the fitted maximal effect; on the % scale 0 is the no-effect control and ±100 the full control effect; nearly all actives have a fitted effect of over 75% in size
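Chemiluminescent proximity detection of H3K9 monomethylation, read after 10 min bead incubation in the dark. Reaction: 20 nM G9a, 500 nM biotin-H3K9 peptide, 20 uM SAM cofactor, 2 h, room temperature, following 15 min enzyme-compound preincubation.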
JMJD2A Tudor inh: qHTS Assay for Inhibitors of JMJD2A-Tudor Domain | Lysine-specific demethylase 4A (Homo sapiens), O75164 | AlphaScreen JMJD2A-Tudor / H3K4me3 peptide binding | Potency, µM (top dose mostly 114 µM), without a hit: at the top dose activity change, negative = inhibition, actives largely listed as inhibitors | 390,000 tested, 4.4% active | AID 504339, 2011; further: potency means the concentration at half of the fitted maximal effect; on the % scale 0 is the no-effect control and ±100 the full control effect; nearly all actives have a fitted effect of over 50% in size
HP1b binding inh: HTS for Inhibitors of HP1-beta Chromodomain Interactions with Methylated Histone Tails | Chromobox protein homolog 1 (Homo sapiens), P83916 | AlphaScreen HP1-beta / biotin-H3K9me3 peptide binding | Potency, µM (series often up to 114 µM), for the others: top-dose activity change, negative = inhibition, most hits filed as inhibitors | 390,000 tested, 0.56% active | AID 540317, 2011; further: potency means the concentration at half of the fitted maximal effect; nearly all actives have a fitted effect of over 70% in size; inactives centre near 23
Target sequence (P83916 whole entry, looked up): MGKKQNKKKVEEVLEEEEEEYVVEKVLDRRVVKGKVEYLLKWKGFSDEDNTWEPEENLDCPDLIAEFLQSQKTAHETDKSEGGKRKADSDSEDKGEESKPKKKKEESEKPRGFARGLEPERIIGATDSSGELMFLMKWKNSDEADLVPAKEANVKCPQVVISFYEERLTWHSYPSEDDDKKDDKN
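Compound inhibition of the preformed complex between 50 nM HP1-beta and 50 nM biotinylated H3K9me3 peptide was read by AlphaScreen. Buffer was PBS pH 7.4 with 0.01% Tween-20. Incubations ran 30 min at room temperature, with 10 ug/mL donor/acceptor beads.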
12-LOX inh: Primary qHTS assay for inhibitors of human arachidonate 12S-lipoxygenase (ALOX12): Round 2. Polyunsaturated fatty acid lipoxygenase ALOX12 (Homo sapiens), P18054. purified 12hLO, xylenol orange hydroperoxide absorbance. Potency, µM (titrated, usually from 108 µM), inactives show at the top dose activity change, negative = inhibition, hits mostly inhibitors. 580,000 tested, 1.1% active; further: potency means the concentration at half of the fitted maximal effect; on the % scale 0 is the no-effect control and ±100 the full control effect
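Purified human 12hLO (150 nM final) in 25 mM Hepes, 0.01% Triton X-100, pH 7.0 was preincubated 15 min at room temperature with compound. Then 40 uM arachidonic acid was added, 30 min. Hydroperoxide was read by Fe-XO absorbance ratio 573/405 nm.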
GLS inh: qHTS for Inhibitors of Glutaminase (GLS); Glutaminase kidney isoform, mitochondrial (Homo sapiens), O94925; GLS enzymatic activity, qHTS titration; Potency, µM (top dose mostly 45.5 µM), for inactives: at the top dose activity change, negative = inhibition, most hits filed as inhibitors; 410,000 tested, 0.21% active; AID 624170, 2012; further: potency means the concentration at half of the fitted maximal effect; on the % scale 0 is the no-effect control and ±100 the full control effect
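Enzyme dispensed in phosphate buffer (45 mM, pH 8.2, 0.02% Tween-20), compounds pinned in, then 1 mM L-glutamine solution and the glutamate oxidase–HRP–Amplex Red mix added; fluorescence read immediately and again after 30 min at room temperature.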
RGS4 inh: Inhibitors of Regulator of G Protein Signaling (RGS) 4: qHTS. Potency, µM (doses to about 114 µM), for the others: at the highest dose activity change, negative = inhibition, most hits filed as inhibitors. Transcreener GDP fluorescence polarization, RGS4-accelerated GTP hydrolysis. 390,000 tested, 0.039% active; further: potency means the concentration at half of the fitted maximal effect; on the % scale 0 is the no-effect control and ±100 the full control effect; nearly all actives have a fitted effect of over 75% in size; some results filed as inactive show a strong effect at the top dose
Target sequence (P49798 whole entry, looked up): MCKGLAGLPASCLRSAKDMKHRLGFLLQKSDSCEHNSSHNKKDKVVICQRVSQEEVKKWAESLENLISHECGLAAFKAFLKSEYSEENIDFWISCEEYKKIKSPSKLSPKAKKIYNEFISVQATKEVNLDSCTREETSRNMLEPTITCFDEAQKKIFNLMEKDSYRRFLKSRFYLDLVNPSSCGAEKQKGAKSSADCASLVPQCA
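MLSMR compounds (23 nl, pin-transferred) preincubated 10 min at room temperature with a 500nM (2x) first reagent, then RGS4 at 900nM (2x) plus Transcreener GDP mix added; fluorescence polarization (620/688 nm) read before and after 90 min at 30 °C.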
Active calls of the source: *; ? = inconclusive; nt = not tested or not shown; & = joins results of further samples; [ ] = another dose, or the depositor's remark. Unless noted, the call rests on the fitted dose curve; in most records, active means well fitted curve in the direction sought with a large enough effect; inconclusive means small, poorly fitted or top-dose-only effect, or another doubt; inactive means no such curve, though single readings can be large; an effect the other way counts as inactive or inconclusive. Only part of the results is shown (hit frequency here may not be typical).

SMILES	ERG Ets-DNA blk	PI4K2A inh	BAZ2B block	G9a block	JMJD2A Tudor inh	HP1b binding inh	12-LOX inh	GLS inh	RGS4 inh
C=CCOc1cccc(C(=O)N2CCC(CCC(=O)NC3CC3)CC2)c1	-4%	-2	-1%	18%	19%	18%	6%	-2%	-4%
CC(C)(C)NC(=O)C(c1cccs1)N(Cc1cccs1)C(=O)c1ccc(CN2CCOCC2)o1 (stereo unspecified)	-1%	-4	-15%	28%	-9%	49%[activator]	-8%	-3%	-29%
Cc1ccc(S(=O)(=O)n2nc(OC(=O)C3CCCCC3)cc2N)cc1	-9%	40	?	-5%[2.33 µM]	-18%	34%	0%	16%	28%
C/C(=N/NC(=O)CNC(=O)/C=C/c1ccco1)c1ccc(Cl)cc1	0%	-1	56µM*	-38%	-30%	22%	-16%	-2%	-29%
O=c1c(-c2ccc(F)cc2)coc2c3c(ccc12)OCCO3	nt	-5	-13%	6%[2.33 µM]	-13%	34%	-14%	-1%	-7%
CC(C)n1cc(CN2CCC(C(=O)Nc3cccc(-c4cscn4)c3)CC2)cn1	0%	12	-15%	-3%	-26%	18%	0%	3%	25%
Cc1ccc(Cl)cc1-n1c(=O)cc(N2CC(C)OC(C)C2)[nH]c1=O (stereo unspecified)	3%	-3	-9%	-19%	1%	5%	23%	13%	-4%
CC(C)(C)NC(=O)NC(=O)CSc1ccc(S(=O)(=O)N2CCCCC2)cn1	12%	-2	28%	12%[12.7 µM]	-23%	42%[activator]	-7%	1%	3%
CN(C)S(=O)(=O)c1ccc(S(=O)(=O)NCCN2CCOCC2)cc1	7%	4	-4%	-11%	-5%	32%	-9%	-8%	-3%
Cc1ccc(C(=O)NC2CCN(C(=O)N3CCOCC3)CC2)cc1	-6%	-7	3%	-18%	-9%	17%	-6%	-2%	-9%
O=S(=O)(/N=C(/Nc1ccccn1)c1ccc(Cl)cc1)c1ccc(Cl)cc1	-12%	3	-2%	18%[59 µM]	-9%	9%	10%	6%	-10%
O=C(CSc1cccc(C(F)(F)F)c1)Nc1ccc(N2CCOCC2)cc1	nt	0	nt	nt	-17%	-7%	184%[activator]	20%	-28%
O=C(NNC(=O)c1ccc(F)cc1)C(=O)N1CCCCC1	-4%	0	8%	?	25µM*	10%	-5%	7%	6%
CCn1cc(CN2CCC(n3nccc3NC(=O)c3ccccc3OC)CC2)cn1	-3%	-1	-25%	17%[0.0925 µM]	-2%	61%[activator]	-5%	-2%	5%
CCc1cc(=O)oc2c(C)c(OCC(=O)NCCCn3ccnc3)ccc12	4%	5	-15%[57.1 µM]	-1%	-8%	30%	3%&67%	2%	23%
CC(C)C(NC(=O)c1ccc(C(C)(C)C)cc1)C(=O)Nc1ccc(N2CCOCC2)cc1 (stereo unspecified)	-3%	1	-38%	19%[2.33 µM]	?	5%	-1%	13%	6%
CC1CC(C)CN(S(=O)(=O)c2ccc(C(=O)Nc3sccc3C(N)=O)cc2)C1 (stereo unspecified)	-11%	-1	10%	20%[59 µM]	-15%	28%	-11%	5%	-24%
CN(c1ccc(C(=O)NCc2ccncc2)cc1)S(=O)(=O)c1ccc(Cl)cc1	-10%	-2	4%	49%	-12%	37%	-7%	-1%	-4%
CCOC(=O)c1ccc(N2C(=O)C3CCOc4ccccc4C32)cc1 (stereo unspecified)	-3%	0	10%	1%[0.501 µM]	-16%	23%	8%	2%	2%
COc1ccc2cc3cc(C(=O)NCCc4ccc(OC)c(OC)c4)oc3nc2c1	2%	3	5%	14%[59 µM]	-4%	8%	0%	1%	?
CCOc1ccccc1CNC(=O)Cn1ccc2cc(S(=O)(=O)N3CCCC3)ccc21	-5%	3	-4%	-6%	-3%	23%	35%[activator]	-1%	-8%
CCC1(C)NC(=O)N(CC(=O)N2CCN(c3cccc(Cl)c3)CC2)C1=O (stereo unspecified)	1%	-2	3%	18%[2.33 µM]	-18%	34%	171%[activator]	0%	8%
CCOC(=O)c1cc2c(=O)n3ccccc3nc2n(CC2CCCO2)c1=NC(=O)c1ccc(C)cc1 (stereo unspecified)	2%	2	-1%	-50%[59 µM]	-10%	39%[activator]	0%	2%	29%
CCOc1ccc(CNC(=O)CCc2cn(C)c3ccccc23)cc1	-1%	2	-2%	14%	-11%	13%	171%[activator]	-15%	-14%
O=C(c1cc2ccccc2o1)N1CCCC1	7%	0	-5%	8%	-10%	33%	0%	3%	-2%

Overlap with the part before: 2 compounds, then new ones.
SMILES	ERG Ets-DNA blk	PI4K2A inh	BAZ2B block	G9a block	JMJD2A Tudor inh	HP1b binding inh	12-LOX inh	GLS inh	RGS4 inh
CCOc1ccc(CNC(=O)CCc2cn(C)c3ccccc23)cc1	-1%	2	-2%	14%	-11%	13%	171%[activator]	-15%	-14%
O=C(c1cc2ccccc2o1)N1CCCC1	7%	0	-5%	8%	-10%	33%	0%	3%	-2%
COc1ccccc1Nc1ccc([N+](=O)[O-])cn1	14%	-3	-1%	3%	-1%	26%	?	-5%	-4%
CCC1CCCCN1C(=O)COC(=O)c1ccc(Br)o1 (stereo unspecified)	-5%	3	8%	?	1%	60%[activator]	194%[activator]	0%	11%
Oc1cccc2cnccc12	-10%	-1	-12%	?	-11%[11.4 µM]	9%	-11%	0%	1%[11.4 µM]
Oc1ccc(C[C@H]2CNCCN2CCC23CC4CC(CC(C4)C2)C3)cc1	12%	0	-34%	22%[2.33 µM]	?	1%	?	14%	25%
CCCCC(=O)NC(Nc1ccc(C)cn1)(C(=O)OCC)C(F)(F)F (stereo unspecified)	-2%	-2	3%	2%	-1%	50%	6%	0%	8%
COc1ccc(C(=O)CSc2nnnn2C)c(OC)c1	-13%	6	-15%	-5%	-18%	8%	4%	5%	3%
Cc1ccc(Cl)cc1NC(=O)Cn1cc2c(n1)CCCCC2	3%	-1	-1%	15%[59 µM]	-6%	24%	-13%	0%	17%
COc1ccc(Nc2nc(NCCO)nc(OC)n2)cc1	-1%	6	-3%	-23%[59 µM]	-15%	16%	-16%	15%	21%
CCCC(=O)Nc1ccc(C)c(O)c1	2%	5	6%	8%	2%	17%	-64%	15%	9%
OCCC1CN(Cc2nc3ccccc3s2)CCN1C1CCCCC1 (stereo unspecified)	0%	-2	3%	nt	-8%	21%	-9%	11%	14%
CC1=NNC(=O)C1CCC(=O)N/N=C\c1cccc(Cl)c1 (stereo unspecified)	4%	10	-3%	8%	-18%	40%[activator]	?	19%	4%
CC1CC(O)(Cc2ccccc2)C(C)CN1C (stereo unspecified)	3%	-5	0%	9%[12.7 µM]	-3%	20%	161%[activator]	3%	-22%
COc1ccccc1C(=O)N1CCN=C1SCc1cccnc1	-5%	-13	-6%	5%[12.7 µM]	0%	16%	-23%	-7%	-11%
O=C(CNS(=O)(=O)c1ccccc1)OCc1cccc([N+](=O)[O-])c1	14%	-2	-28%	5%[59 µM]	1%	22%	8%	-5%	-7%
COc1ccccc1NS(=O)(=O)c1cccc(C(=O)N2CCCCCC2)c1	10%	-5	-3%	8%	-15%	18%	-28%	18%	14%
COc1ccc(NC(=O)Nc2nnc(N3CCCCCC3)s2)cc1	-8%	-1	1%	-33%[59 µM]	-4%	44%[activator]	-17%	-8%	-8%
Cc1cccc[n+]1CC(=O)N1c2ccccc2Sc2ccccc21	-3%	0	-28%	27%	-16%	-5%	-8%	-2%	-1%
CC(OC(=O)c1ccc(O)cc1)C(=O)Nc1nc(-c2ccccc2)cs1 (stereo unspecified)	9%	-9	?	11%[0.501 µM]	?	5%	108%[activator]	-2%	3%
COc1ccc(Cn2c(=O)[nH]c3cc(C(=O)NC4CCN(Cc5ccccc5)CC4)ccc32)cc1	16%	0	-30%	-41%	-25%	11%	-21%	-8%	-11%
COc1ccc(N2CC(C(=O)N/N=C/c3ccc([N+](=O)[O-])cc3)CC2=O)cc1 (stereo unspecified)	2%	-6	-16%	17%	-15%	20%	1%	7%	11%
CC(=O)c1ccc(OCc2cc(C(=O)N(C)Cc3ccon3)no2)cc1	-3%	-8	-3%	nt	-3%	29%	0%	8%	-3%
NC(=O)C1CCN(C(=O)NC2CC(=O)N(c3ccc4c(c3)OCCO4)C2)CC1 (stereo unspecified)	17%	2	-6%	-3%	-18%	36%	3%	-10%	-10%
CCOc1ccc(-c2csc(NC(=O)CSC3=NC(=O)CN3C(C)=O)n2)c2ccccc12	8%	-3	?	-1%[59 µM]	-7%	28%	6%	-1%	24%
CCN1CCN(C(c2ccccc2F)c2c(O)cc(C)n(CCOC)c2=O)CC1 (stereo unspecified)	1%	-2	0%	?	7%	35%[57 µM]	3%	8%	-5%
